Source: PubChem BioAssay (several laboratories)
ROMK primary: ROMK potassium channel modulators, primary screen, cell-based, thallium flux, MLSMR library; ATP-sensitive inward rectifier potassium channel 1 (Homo sapiens), P48048; 130,000 compounds, 2% hits; B-score at 10 µM; AID 1918, 2009; Tet-inducible ROMK, thallium flux fluorescence; actives lie on both sides;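 active means signal ratio slope over the read window, or its plate-corrected B-score, at least 3 SD from the plate mean, either direction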;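 further: B-score of the F/F0 ratio slope over 7 to 12 s after thallium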
RAM network inh: inhibitors of the yeast RAM network, primary screen, dse1pr::URA3 reporter, 5-FOA selection; S. cerevisiae dse1pr::URA3 reporter, 5-FOA growth OD615, 2 d; analog-sensitive cbk1-as2 kinase mutant strain; inhibition, % at 50 µM; 190,000 compounds, 1.8% hits; AID 868, 2007;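 active means inhibition above a set limit, 3 SD over mean compound inhibition, cut at about 8.4% in these data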;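 further: 0% = DMSO-only wells with no growth and 100% = 10 µM 1-NA-PP1 full growth; inhibition rescues growth on 5-FOA so higher OD means more RAM inhibition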
TR-FRET SRC-2 ct: TR-FRET signal artefacts, primary screen, artefact control for PPARgamma SRC-2 agonist project, biochemical | TR-FRET artefact counter-screen; hits give high values | TR-FRET ratio at 8 µM | 200,000 compounds, 0.4% hits | AID 1049, 2008; in the data active means TR-FRET ratio above about 2000; further: inactives centre near 1500
S1P3 antag: S1P3 receptor antagonists, primary screen, cell-based; CHO S1P3 NFAT-BLA reporter, FRET fluorescence, antagonist mode; inhibition, % at 4.98 µM; AID 485, 2006; Sphingosine 1-phosphate receptor 3 (Homo sapiens), Q99500; 170,000 compounds, 0.27% hits;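 active means inhibition above the plate cutoff, the mean inhibition of test wells on that plate plus 3 SD, cut at about 28% in these data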;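 further: cells challenged with S1P at its EC80 of 0.8 µM; blue over green emission ratio from cleaved BLA substrate after 4 h stimulation; 0% = S1P-stimulated wells and 100% = unstimulated DMSO-only wells; some compounds past the cut are filed as inactive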
Target sequence (Q99500 whole entry, looked up): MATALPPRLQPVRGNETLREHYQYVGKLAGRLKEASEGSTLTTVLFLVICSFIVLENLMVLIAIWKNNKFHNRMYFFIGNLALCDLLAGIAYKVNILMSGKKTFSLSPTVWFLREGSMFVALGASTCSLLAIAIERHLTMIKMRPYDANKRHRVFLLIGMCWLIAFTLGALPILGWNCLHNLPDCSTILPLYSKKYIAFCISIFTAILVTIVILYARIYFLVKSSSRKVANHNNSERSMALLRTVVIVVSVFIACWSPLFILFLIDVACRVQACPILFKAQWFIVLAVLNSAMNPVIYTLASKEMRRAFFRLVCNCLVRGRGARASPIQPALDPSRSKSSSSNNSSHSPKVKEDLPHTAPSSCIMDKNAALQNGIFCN
STAT1 blocker: STAT1 signaling inhibitors, primary screen, cell-based, HTS, luciferase reporter; NIH 3T3 STAT1-luciferase reporter, IFN-gamma, luminescence; inhibition, % at 5.5 µM; 200,000 compounds, 0.35% hits; AID 920, 2007;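 active means inhibition above a set limit, the mean inhibition across all tested compounds plus 3 SD, cut at about 34% in these data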;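 further: 0% = IFN-gamma with DMSO and 100% = IFN-gamma with 300 µM nifuroxazide; values of inactives mirror those of a sister screen read the other way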
PPARg SRC1 recr: PPARgamma agonists recruiting SRC-1 coactivator, primary screen, biochemical | Peroxisome proliferator-activated receptor gamma (Homo sapiens), P37231 | PPARgamma-SRC-1 coactivator recruitment biochemical assay | activation, % at 8 µM | 200,000 compounds, 0.41% hits; in the data active means activation above about 19%;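 further: 0% = DMSO and 100% = reference agonist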
Target sequence (P37231 whole entry, looked up): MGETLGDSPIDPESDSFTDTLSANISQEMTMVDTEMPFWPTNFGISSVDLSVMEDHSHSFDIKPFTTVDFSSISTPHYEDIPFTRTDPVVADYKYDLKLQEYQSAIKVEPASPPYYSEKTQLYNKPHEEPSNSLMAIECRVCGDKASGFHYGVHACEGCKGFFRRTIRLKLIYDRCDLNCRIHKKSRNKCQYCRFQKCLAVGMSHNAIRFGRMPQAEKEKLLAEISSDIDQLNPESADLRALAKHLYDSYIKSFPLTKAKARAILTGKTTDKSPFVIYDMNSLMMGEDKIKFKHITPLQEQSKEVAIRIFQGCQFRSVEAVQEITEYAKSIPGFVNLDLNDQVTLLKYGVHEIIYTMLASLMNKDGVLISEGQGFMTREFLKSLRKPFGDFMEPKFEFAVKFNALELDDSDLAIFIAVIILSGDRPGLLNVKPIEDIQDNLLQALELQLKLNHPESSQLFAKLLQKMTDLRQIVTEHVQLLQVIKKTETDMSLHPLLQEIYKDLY
TLR4 MyD88 comp: inhibitors of TLR4-MyD88 association in cells, primary screen, cell-based, HeLa CL3-4, BLA complementation, FRET ratio | Toll-like receptor 4 (Homo sapiens) + Myeloid differentiation primary response protein … | HeLa CL3-4 TLR4/MyD88 BLA complementation | inhibition, % at 8.4 µM | 200,000 compounds, 0.18% hits; in the data active means inhibition above about 25%;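 further: 0% = vehicle and 100% = reference inhibitor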
PPARg SRC2 recr: agonists of PPARg-SRC-2 recruitment, primary screen, biochemical, HTS; Peroxisome proliferator-activated receptor gamma (Homo sapiens), P37231; PPARgamma LBD-SRC-2 recruitment; activation, % at 8 µM; 200,000 compounds, 0.34% hits; AID 1032, 2008; in the data active means activation above about 22%;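 further: 0% = vehicle and 100% = reference agonist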
STAT3 inh: IL-6 driven STAT3 reporter inhibitors, primary screen, U3A cells, luciferase, luminescence, MLSCN library; IL-6 STAT3-luciferase reporter; host cell line lacks STAT1; inhibition, % at 5.5 µM; 190,000 compounds, 0.89% hits; AID 862, 2007;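 active means inhibition above the mean inhibition across all screened compounds plus 3 SD, cut at about 44% in these data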;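 further: 0% = DMSO only wells and 100% = 100 µM nifuroxazide control wells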
PPARg SRC3 recr: PPARgamma agonists recruiting SRC-3 coactivator, primary screen, biochemical; biochemical PPARgamma/SRC-3 coactivator recruitment assay; activation, % at 8 µM; 200,000 compounds, 0.26% hits; AID 731, 2007; in the data active means activation above about 23%;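 further: 0% = DMSO and 100% = reference agonist; some compounds past the cut are filed as inactive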
STAT3 activator: IL-6 driven STAT3 reporter potentiators, primary screen, U3A cells, luciferase, luminescence, MLSCN library; 190,000 compounds, 0.91% hits; IL-6 STAT3-luciferase reporter; 100% = signal with IL-6 EC80 alone; activation (% of control), % at 5.6 µM;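 active means activation above the screen-wide mean of compound activation plus 3 SD, cut at about 130% in these data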;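 further: 0% = background luminescence of wells with medium and substrate only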
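System – human U3A cells carrying STAT3-luciferase construct · Probe or stimulus – Interleukin-6, 33 ng/mL · Schedule – compound 1 h, then IL-6 6 h at 37 °C · Signal – luminescence from STAT3-driven luciferase reporter · Evaluation – percent of IL-6-only median luminescence · Benchmarks – IL-6-only high control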
Numbers without * were called inactive; / = not tested or not shown.

SMILES	ROMK primary	RAM network inh	TR-FRET SRC-2 ct	S1P3 antag	STAT1 blocker	PPARg SRC1 recr	TLR4 MyD88 comp	PPARg SRC2 recr	STAT3 inh	PPARg SRC3 recr	STAT3 activator
COc1ccc(/C=C/c2c([N+](=O)[O-])c(=O)n(C)c(=O)n2C)c(OC)c1	-0.17	5.3	1390	-4	11	3	4	2	3	1	99
CC(C)C(=O)Nc1ncc(Cc2ccccc2Cl)s1	0.94	0.4	1690	-1	7	7	-1	5	10	3	94
CC(NC(=O)CCOc1ccccc1)c1ccccc1 (stereo unspecified)	-0.14	-1.1	1634	/	-4	-4	-2	0	-7	1	106
Cc1ccc(C(O)c2cccnc2)o1 (stereo unspecified)	/	0.6	1659	-23	2	7	-5	6	9	1	97
CC(C)(O)C#Cc1ccc(C(=O)N2CCN(c3ccccc3)CC2)cc1	-0.37	0.0	1566	-8	-4	0	-5	6	2	1	99
COc1ccccc1NC(=O)CSc1nnc(-c2ccco2)n1Cc1ccco1	0.097	1.6	1711	/	9	1	-10	5	11	4	97
COc1ccc(Cl)cc1-n1c(C)ccc1C	0.5	1.2	1362	4	-1	9	1	-7	4	-4	100
COc1ccc(C(=O)CN(C(=O)c2ccc(Cl)cc2)N2C(=O)C3CCCCC3C2=O)cc1 (stereo unspecified)	-0.027	2.2	1508	/	2	1	0	4	3	6	97
CCn1c(SCc2ccc(C)cc2)nnc1-c1nn(-c2ccccc2)ccc1=O	/	2.0	1578	/	-14	1	9	6	7	-3	99
CCOC(=O)C1=C(c2ccccc2)Nc2ncnn2C1c1cc(OC)ccc1OC (stereo unspecified)	1.8	-0.3	1460	-28	-1	2	16	2	4	-4	99
O=S(=O)(NC1CCCCC1Oc1ccccc1)c1ccccc1 (stereo unspecified)	/	0.1	1285	-1	7	-4	-7	-5	-5	1	100
CCn1c(NC(=O)c2ccco2)c(-c2ccccc2Cl)c(=O)c2ccccc21	/	0.3	1659	-8	3	4	-4	9	6	-1	98
COc1ccc(C(C(=O)NC(C)(C)C)N(C(=O)CNC(=O)c2cccs2)c2ccc(C(C)C)cc2)cc1OC (stereo unspecified)	/	0.5	1702	/	12	5	-8	3	9	-3	97
COc1ccc(NC(=O)Cn2nnc(C(=O)NCc3ccc4c(c3)OCO4)c2N)cc1	1.4	2.2	1495	-16	4	8	5	0	-4	2	109
Cc1cc(C)cc(NC(=O)COC(=O)c2cc(=O)[nH]c(=O)[nH]2)c1	0.23	3.5	1648	-9	-11	-4	-5	6	7	-2	98
Cc1sc(N(C(=O)CCc2ccccc2)c2ccc(C(=O)O)cc2)nc1-c1ccccc1	0.83	4.8	1557	4	0	1	-6	-5	12	2	93
O=c1cc(CSc2nnc(COc3ccccc3)o2)c2ccccc2[nH]1	-0.39	1.8	1539	-11	-16	8	10	3	-9	-3	110
Cc1ccc(C)n1-n1c(C)nc2scc(-c3ccccc3)c2c1=O	/	1.6	1340	/	0	-2	-7	1	3	9	98
NC(=O)C1CCN(C(=O)CN2CCCc3ccccc32)CC1	/	1.6	1585	-20	-3	4	0	6	-22	8	123
COc1ccc(OC)c(C2/C(=C(/O)c3ccccc3)C(=O)C(=O)N2Cc2ccco2)c1 (stereo unspecified)	-0.93	6.0	1602	-9	-7	8	-10	0	-2	-6	97
Cc1cccc(N/C(N)=N/c2nc(C)c(Cc3ccccc3)c(=O)[nH]2)c1	0.0055	3.8	1737	6	10	9	3	0	8	3	95
COc1cccc(N2CCN(C(=O)Nc3ccc4c(c3)NC(=O)CO4)CC2)c1	/	0.5	1567	/	8	2	-2	6	11	7	99
COc1ccc(OCCNS(=O)(=O)c2ccccc2)cc1	0.21	1.0	1553	-7	-2	4	-13	7	6	5	99
COC(=O)NCc1ccc2c(c1)OCO2	0.7	0.9	1664	/	-2	1	6	2	4	4	97
CCOc1ccc2nc(NC(=O)c3c([N+](=O)[O-])cnn3CC)sc2c1	0.4	4.9	1467	7	-7	3	4	1	3	-1	96
(next part)
SMILES	ROMK primary	RAM network inh	TR-FRET SRC-2 ct	S1P3 antag	STAT1 blocker	PPARg SRC1 recr	TLR4 MyD88 comp	PPARg SRC2 recr	STAT3 inh	PPARg SRC3 recr	STAT3 activator
Cc1cc(C)c2c(c1)/C(=N/NC(=S)Nc1ccc(F)cc1)CCC2	2.3	4.1	1826	/	-5	3	12	6	14	14	93
COc1ccc(C2(C(=O)Nc3ccc(C)c(C)c3)CCOCC2)cc1	-0.62	1.8	1451	6	8	1	-7	-2	3	2	99
O=c1cc(CO)oc(CN2CCN(c3cccc(C(F)(F)F)c3)CC2)c1O	1.3	0.9	1549	/	7	2	1	7	-4	8	107
COc1ccc(Cl)cc1C(=O)NCC#N	/	1.3	1507	/	-10	-2	16	-2	-9	-1	108
CCCCc1ccc(NS(=O)(=O)N(C)C)cc1	/	-0.3	1439	-1	12	-1	8	2	12	1	94
COc1ccccc1N(O)C1CC(=O)N(c2ccc(Br)cc2)C1=O (stereo unspecified)	1.3	1.8	1451	/	6	0	-1	7	4	4	102
CC1(C)CC(=O)C2=C(C1)N(c1ccc(F)cc1)C(=O)C2(NC(=O)c1ccccc1)C(F)(F)F (stereo unspecified)	0.58	7.9	1718	16	-2	1	-2	7	-2	3	99
O=C1CN(C(=O)COC(=O)c2ccccc2NC(=O)c2ccco2)c2ccccc2N1	0.63	1.9	1517	-14	4	2	2	7	17	-10	89
C[C@@H]1C=C[C@](Cc2ccccc2)(C(=O)NCCc2c[nH]c3ccccc23)N1C(=O)c1ccccc1	-2.1	6.1	1511	1	2	6	8	5	-12	2	108
Cc1cccc(NC(=O)C2C(C(=O)O)C3C=CC2C32CC2)c1C (stereo unspecified)	/	-0.1	1582	1	1	-3	7	4	7	-6	99
O=C(CSc1ccc(Cl)cc1)NC1CCCc2ccccc21 (stereo unspecified)	0.85	1.9	1541	-3	2	4	3	11	-2	4	100
O=C(Nc1ccc(C(=O)N2CCCCC2)cc1)c1ccc(Br)cc1	/	1.2	1453	/	1	6	1	-4	32	1	81
O=C(CC1C(=O)NCCN1Cc1c(F)cccc1Cl)NCCC1=CCCCC1 (stereo unspecified)	-0.26	0.0	1548	9	18	5	11	0	8	2	96
CCN(CC)c1ccc(/C=N/Nc2nc(C)cc(=O)[nH]2)cc1	/	1.5	1403	/	-1	13	0	4	46*	5	66
COc1ccc(C(=O)Nc2cc(OC)c(Cl)cc2Cl)cc1	0.44	4.8	1489	-14	-19	4	10	-2	-26	-2	122
CC(=O)Nc1ccc(-n2c(C)ccc2C)cc1	0.15	1.9	1474	-20	-6	2	19	-2	2	2	106
O=C1CC(C(=O)Nc2ccc(F)cc2)n2cnnc2N1 (stereo unspecified)	0.26	3.3	1515	-9	-12	-7	1	4	8	2	96
CCOC(=O)c1cn(CC(=O)Nc2ccc(C(C)C)cc2)nn1	-0.024	0.6	1519	10	-6	6	0	3	7	-6	99
COc1ccc(C2=CC(c3ccc(C)cc3)n3nnnc3N2)cc1 (stereo unspecified)	-4.4*	2.0	1293	/	-12	1	8	1	9	1	95
O=C(c1ccccc1)C1CCc2occc2C1=O (stereo unspecified)	/	-0.1	1625	-13	12	1	-9	8	14	-2	91
S=C(c1ccc(N2CCCC2)cc1)N1CCCCC1	/	2.0	1523	-40	2	2	2	-3	-3	-2	102
Cc1ccc(-c2cc(C(=O)NCCCn3ccnc3)c3ccccc3n2)s1	0.25	1.8	1518	-4	1	-4	0	-7	-3	-1	101
CCN(CC)S(=O)(=O)c1cccc(NC(=O)c2ccc(Br)cc2)c1	-1.1	9.7*	1709	-20	14	6	9	5	20	3	86
CC(=O)N(Cc1ccco1)C1(C(=O)NC2CCCCC2)CCCCC1	0.73	-1.4	1409	/	-4	8	5	5	-2	-4	104
Cc1ccc(/C=N/NC(=O)CNC(=O)c2cccc([N+](=O)[O-])c2C)o1	0.36	0.0	1494	-6	1	0	-4	-5	2	3	100
(continued)
SMILES	ROMK primary	RAM network inh	TR-FRET SRC-2 ct	S1P3 antag	STAT1 blocker	PPARg SRC1 recr	TLR4 MyD88 comp	PPARg SRC2 recr	STAT3 inh	PPARg SRC3 recr	STAT3 activator
Cn1cccc1C1C(C#N)=C(N)OC2=C1C(=O)CC(C)(C)C2 (stereo unspecified)	0.54	0.9	1647	-12	-3	16	2	8	8	5	97
O=C(CCOc1ccccc1)Nc1nnc(-c2ccc3c(c2)OCCO3)o1	-0.62	5.6	1361	-15	-12	-3	8	-3	0	0	104
Cc1cc(C)n(C(=O)c2ccncc2)n1	-0.082	0.2	1716	-10	-3	4	-11	-2	4	-8	99
O=C(O)C(CC1CCCCC1)N1CCS(=O)(=O)CC1 (stereo unspecified)	-0.0023	0.3	1801	-13	-4	15	7	7	2	12	102
N#Cc1c(NCCCO)nc(NCc2ccccc2)c2c1CCN(Cc1ccccc1)C2	-0.32	-1.8	1569	-10	-1	12	-4	1	2	7	102
CCN(CC)CCn1c(=N)n(CCOc2ccccc2)c2ccccc21	/	2.7	1558	/	11	0	8	-1	11	2	92
Cc1c(NC(=O)c2cc(-c3cccs3)on2)c(=O)n(-c2ccccc2)n1C	/	0.0	1308	-8	6	1	-12	9	-6	-3	108
CO/N=C(/CS(=O)(=O)c1ccc(Br)cc1)c1ccc(OC)cc1	1.3	5.0	1595	/	5	5	-2	1	10	-1	97
CCc1cccc2c1NC(=O)C21N2CCCC2C(C(=O)c2ccc3ccccc3c2)C12C(=O)Nc1ccccc12 (stereo unspecified)	/	3.1	1728	-18	2	-1	0	1	3	0	100
CC(Sc1nnc(C2CCCCC2)n1N)C(=O)NCc1ccc2c(c1)OCO2 (stereo unspecified)	/	1.5	1380	-20	-2	-1	7	2	2	-5	103
Fc1ccc(NC(=S)Nc2ccc(Cl)cc2)cc1	-0.11	-0.4	1571	-9	25	13	4	-3	35	2	74
COc1cc(NS(=O)(=O)c2cccc3nsnc23)c(C(=O)O)cc1OC	/	4.1	1416	-34	13	-2	-4	3	3	6	97
